Bioassay records: PubChem BioAssay, Broad Institute
ROS inducer – cancer cell ROS induction; U2OS ROS induction, H2DCF-DA fluorescence; ROS induction (% of piperlongumine), % at 10 µM; 46,000 tested, 2% active; in the data active = ROS induction above about 79%, passing the limit was not always enough; inconclusive = no clear call, values can overlap the other calls;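 note: 0% = DMSO vehicle median and 100% = reference compound median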
The depositor's hits bear a star. A portion of the library, so the mix of outcomes need not match the whole.

`C[C@@H]1CCCCO[C@@H](CN(C)S(=O)(=O)c2cn(C)cn2)[C@@H](C)CN([C@H](C)CO)C(=O)c2cc(NC(=O)CCCN(C)C)ccc2O1` gave ROS inducer -19.7.
Screening COc1cc(C2OCC3C(c4ccc(OC5OC(CO)C(O)C(O)C5O)c(OC)c4)OCC23)ccc1O (configuration not stated) returned ROS inducer -12.0.
Screening CNC(=O)C1CCN(c2nc3ccccc3n3cccc23)CC1 returned ROS inducer -9.0.
`CCOC(=O)NC(=S)Nc1ccc(C(C)(C)C)cc1` gave ROS inducer -4.7.
For C[C@H]1CN([C@@H](C)CO)C(=O)c2cc(NC(=O)CCN3CCOCC3)ccc2O[C@H]1CN(C)Cc1ccc(-c2ccccc2)cc1 the results were ROS inducer 4.4.
For C[C@H]1CN([C@@H](C)CO)C(=O)c2cccc(NS(=O)(=O)c3ccc(F)cc3)c2O[C@@H]1CN(C)Cc1ccc(C(F)(F)F)cc1 the results were ROS inducer 38.0.
`C[C@@H]1CN([C@H](C)CO)C(=O)c2cc(NC(=O)Nc3ccc4c(c3)OCO4)ccc2O[C@@H]1CN(C)C(=O)Nc1cccc2ccccc12` gave ROS inducer 1.0.
Screening NCCOc1ccc(Cl)cc1 returned ROS inducer -12.4.
For C[C@@H]1CN([C@@H](C)CO)C(=O)CCCn2nncc2CO[C@@H]1CN(C)C(=O)C1CCCCC1 the results were ROS inducer -15.7.
For C1=C(N2CCOCC2)Cc2ccccc21 the results were ROS inducer 5.4.
`Cc1cc(C(=O)Nc2cccc3c2O[C@@H](CN(C)S(=O)(=O)c2ccccc2)[C@@H](C)CN([C@H](C)CO)C3=O)n(C)n1` gave ROS inducer -7.4.
For COc1cccc(C(=O)COc2cccc(NC(=O)c3cccc([N+](=O)[O-])c3)c2)c1 the results were ROS inducer -4.5.
`Cc1ccc(OCC(=O)Nc2ccc3oc(-c4ccccc4C)nc3c2)cc1C` gave ROS inducer 2.9.
Screening C[C@H]1CN([C@@H](C)CO)C(=O)c2cc(NC(=O)C3CC3)ccc2O[C@@H]1CN(C)S(=O)(=O)c1ccccc1 returned ROS inducer -8.7.
O=C(/C=C/c1ccc(O)cc1)c1ccc(O)cc1O was read as ROS inducer 46.7.
For COc1ccc(C#Cc2ccc3c(c2)[C@]2(C(=O)N3)[C@H](C(=O)O)[C@H]3C(=O)O[C@H](c4ccccc4)[C@H](c4ccccc4)N3[C@@H]2c2ccc(O)cc2)cc1 the results were ROS inducer -12.4.
Screening C[C@H]1CN([C@@H](C)CO)C(=O)Cc2cc(NS(=O)(=O)c3ccc(Cl)cc3)ccc2O[C@H]1CN(C)S(=O)(=O)c1ccc(Cl)cc1 returned ROS inducer 32.3.
Screening O=C(CCc1nc(-c2ccccc2)no1)Nc1ccccc1 returned ROS inducer 1.3.
Screening C[C@H]1CN([C@@H](C)CO)C(=O)Cc2cc(NS(=O)(=O)c3ccc(Cl)cc3)ccc2O[C@H]1CN(C)Cc1ccc(-c2ccccc2)cc1 returned ROS inducer 3.2.
CC(C)c1ccc(NC(=O)CN2C(=O)c3ccccc3Sc3ccc(C(=O)N4CCCC4)cc32)cc1 was read as ROS inducer 14.7.

The last 2 records of the part above are carried over, then new ones follow:
Screening C[C@H]1CN([C@@H](C)CO)C(=O)Cc2cc(NS(=O)(=O)c3ccc(Cl)cc3)ccc2O[C@H]1CN(C)Cc1ccc(-c2ccccc2)cc1 returned ROS inducer 3.2.
CC(C)c1ccc(NC(=O)CN2C(=O)c3ccccc3Sc3ccc(C(=O)N4CCCC4)cc32)cc1 was read as ROS inducer 14.7.
N#Cc1c(NC(=O)c2cc(S(=O)(=O)N3CCOCC3)cs2)sc2c1CCCC2 was read as ROS inducer -19.3.
Screening C[C@@H]1CN([C@H](C)CO)C(=O)c2cccc(NC(=O)C3CC3)c2O[C@H]1CN(C)C(=O)Nc1ccc2c(c1)OCO2 returned ROS inducer -4.3.
Screening C[C@H]1CN([C@@H](C)CO)C(=O)Cc2cc(NC(=O)Cc3cn(C)c4ccccc34)ccc2O[C@H]1CN(C)C(=O)Nc1ccc(C(F)(F)F)cc1 returned ROS inducer 99.5*.
For CCCCN(C)C(=O)c1ccc(Sc2ccc(Cl)cc2)c(NC(C)=O)c1 the results were ROS inducer -7.9.
CCOC1=NC(C(F)(F)F)(C(F)(F)F)N=C2Sc3ccccc3N12 was read as ROS inducer 66.7.
For CS(=O)(=O)N(CC(=O)NC1CCCCC1)c1ccc(F)c(Cl)c1 the results were ROS inducer -4.0.
For CNC[C@@H]1Oc2c(NC(=O)Nc3ccc(C(F)(F)F)cc3)cccc2C(=O)N([C@H](C)CO)C[C@H]1C the results were ROS inducer -3.3.
`Cc1cccnc1NC(=S)NC(=O)c1cncc(Br)c1` gave ROS inducer -7.3.
For COc1ccc(C(=O)CSc2ncn[nH]2)cc1OC the results were ROS inducer -0.3.
`FC(F)(F)c1ccc2nc(SCc3ccc(Br)cc3)[nH]c2c1` gave ROS inducer -12.8.
O=C(NC(Cc1ccc(F)cc1)C(=O)O)c1ccccc1 (configuration not stated) was read as ROS inducer -13.5.
Screening COc1ccc(S(=O)(=O)N(C)C[C@@H]2Oc3ccc(NS(=O)(=O)c4ccc(C)cc4)cc3CC(=O)N([C@H](C)CO)C[C@@H]2C)cc1 returned ROS inducer -0.6.
For C[C@H](CO)N1C[C@H](C)[C@H](CN(C)S(C)(=O)=O)Oc2ccc(NS(C)(=O)=O)cc2C1=O the results were ROS inducer -7.1.
Screening CC1(C)[C@H]2CC=C(/C=N\NC(=O)c3cccc(C(=O)NO)c3)[C@@H]1C2 returned ROS inducer -1.4.
CC(C)(C)C(/C=C/c1ccc(Cl)cc1Cl)n1nnnc1C(C)(C)N1CCOCC1 (configuration not stated) was read as ROS inducer 44.6.
Screening CC(C)NC(=O)N(C)C[C@@H]1Oc2ccc(NC(=O)CCN3CCOCC3)cc2C(=O)N([C@@H](C)CO)C[C@@H]1C returned ROS inducer 0.7.
COc1ccc(NC(=O)CSc2ncccc2C(=O)Oc2ccccc2Cl)cc1OC was read as ROS inducer 8.9.
`C[C@H]1CN([C@@H](C)CO)C(=O)Cc2cc(NC(=O)Cc3cn(C)c4ccccc34)ccc2O[C@@H]1CN(C)Cc1ccc(Oc2ccccc2)cc1` gave ROS inducer 34.9.
Screening COC(Cc1nc2ccccc2s1)C(=O)O (configuration not stated) returned ROS inducer -5.4.
O=C(CSc1nnc(-c2ccco2)o1)N1c2ccccc2CCc2ccccc21 was read as ROS inducer -18.7.
Screening Cc1ccc(Cl)cc1NC(=O)C(C)NS(=O)(=O)c1ccc(Br)cc1 (configuration not stated) returned ROS inducer -9.7.
CNC[C@H]1Oc2ccc(NS(=O)(=O)c3ccc(Cl)cc3)cc2C(=O)N([C@@H](C)CO)C[C@@H]1C was read as ROS inducer 22.0.
`Cc1noc(C)c1S(=O)(=O)Nc1ccc2c(c1)C(=O)N([C@@H](C)CO)C[C@@H](C)[C@H](CN(C)Cc1ccc(C(=O)Nc3ccccc3N)cc1)O2` gave ROS inducer 29.9.
COc1ccc(S(=O)(=O)Nc2ccc3c(c2)C(=O)N([C@@H](C)CO)C[C@@H](C)[C@@H](CN(C)Cc2ccc4c(c2)OCO4)O3)cc1 was read as ROS inducer -4.0.
`C[C@@H]1CCCCO[C@@H](CN(C)C(=O)C2CCCCC2)[C@@H](C)CN([C@H](C)CO)C(=O)c2cc(NC(=O)Nc3ccc(C(F)(F)F)cc3)ccc2O1` gave ROS inducer 34.9.
Screening CCCCN(C)c1nc(CC)c2c(c1C#N)CC(C)(C)OC2 returned ROS inducer 25.3.
For O=C(CN(C1=NC2CS(=O)(=O)CC2S1)c1ccc(F)cc1)Nc1ccccc1C(F)(F)F (configuration not stated) the results were ROS inducer -8.2.
For COc1ccc(NC(=O)c2ccc3nc(C)c(C)nc3c2)cc1 the results were ROS inducer 52.5.
Screening CC(C)NC(=O)N(C)C[C@@H]1Oc2ncc(C#Cc3cccc(F)c3)cc2C(=O)N([C@H](C)CO)C[C@@H]1C returned ROS inducer 31.3.
O=c1nc2sc3ccccc3n2c(=O)n1-c1ccccc1 was read as ROS inducer 69.3.
CCS(=O)(=O)c1ccc(O)c(NC(=O)COc2ccc(OC)cc2)c1 was read as ROS inducer 5.6.
`COc1ccc(C(=O)n2nc(-c3ccc(Cl)cc3)nc2NCc2ccco2)cc1` gave ROS inducer 13.9.
For C[C@@H]1CN([C@@H](C)CO)C(=O)c2cccc(NS(=O)(=O)c3ccc(F)cc3)c2O[C@H]1CN(C)Cc1ccccc1 the results were ROS inducer -11.5.
For C[C@@H]1CCCCO[C@@H](CN(C)C(=O)c2ccccc2)[C@@H](C)CN([C@H](C)CO)C(=O)c2cc(NC(=O)NC3CCCCC3)ccc2O1 the results were ROS inducer 2.5.
`COc1ccc2c(Sc3ccccc3)c(C(=O)N3CCc4ccccc43)[nH]c2c1` gave ROS inducer -0.2.
C[C@H](CO)N1C[C@H](C)[C@H](CN(C)S(=O)(=O)c2cn(C)cn2)OCc2cnnn2CCCC1=O was read as ROS inducer 4.8.
For COc1cc2c(cc1OC)CN(C(=S)Nc1ccccc1)CC2 the results were ROS inducer -7.1.
Screening CC(C)NC(=O)N(C)C[C@H]1Oc2ccc(NC(=O)Nc3ccc4c(c3)OCO4)cc2C(=O)N([C@H](C)CO)C[C@H]1C returned ROS inducer -1.3.
`COc1cc2c(c(OC)c1OC)c(=O)c1ccccc1n2C` gave ROS inducer 2.1.
Screening COc1ccc(CCNc2ncnc3scc(-c4cccs4)c23)cc1OC returned ROS inducer 55.7.
For Cc1ccc(CNC(=O)CSc2nc(NCCc3ccccc3)c3ccccc3n2)cc1 the results were ROS inducer 1.0.
For C[C@H]1CN([C@@H](C)CO)C(=O)Cc2cc(NC(=O)CCCCCC(=O)Nc3ccccc3N)ccc2O[C@@H]1CN(C)C(=O)Nc1ccccc1 the results were ROS inducer 3.5.
Cc1cc2c(c(=O)n1CC1CCCO1)C(c1cccs1)C(C#N)=C(N)O2 (configuration not stated) was read as ROS inducer 9.3.
`COCCNc1ncnc2c1cnn2-c1cccc(C)c1` gave ROS inducer 15.0.
`Cc1ccc(S(=O)(=O)N(C)C[C@@H]2OCCCC[C@@H](C)Oc3ccc(NC(=O)CCCCCC(=O)Nc4ccccc4N)cc3C(=O)N([C@H](C)CO)C[C@@H]2C)cc1` gave ROS inducer inconclusive.
For C[C@@H]1CN([C@H](C)CO)C(=O)c2cc(NC(=O)Nc3ccccc3)ccc2O[C@H]1CN(C)S(=O)(=O)c1cccs1 the results were ROS inducer -5.4.
Screening COc1cccc(CN(C)C[C@H]2OCc3cn(nn3)CCCC(=O)N([C@H](C)CO)C[C@@H]2C)c1 returned ROS inducer -13.6.
`O=C(CCC1Nc2c3ccccc3nc(=S)n2C1=O)N1CCN(c2ccccc2)CC1` (configuration not stated) gave ROS inducer -3.9.
`CCN(CC)C(=O)c1nn(C)c(=O)c2ccccc12` gave ROS inducer -8.0.
For CCc1cccc2c(CCNC(=O)COc3ccc(F)cc3F)c(C)[nH]c12 the results were ROS inducer -2.5.
CCNc1sc(S(=O)(=O)CC)nc1S(=O)(=O)c1ccc(C)cc1 was read as ROS inducer -3.9.
For Cc1ccc(S(=O)(=O)Nc2cccc3c2O[C@@H](CN(C)C(=O)Nc2cccc4ccccc24)[C@@H](C)CN([C@H](C)CO)C3=O)cc1 the results were ROS inducer 10.2.
Screening C[C@@H]1CCCCO[C@@H](CN(C)Cc2ccc(C(F)(F)F)cc2)[C@@H](C)CN([C@H](C)CO)C(=O)c2cc(NC(=O)NC3CCCCC3)ccc2O1 returned ROS inducer 17.0.
`C[C@@H]1CN([C@@H](C)CO)C(=O)Cc2cc(NC(=O)Cc3cn(C)c4ccccc34)ccc2O[C@@H]1CN(C)CC1CCCCC1` gave ROS inducer 12.2.
Screening C[C@@H]1CN([C@H](C)CO)C(=O)c2cccc(NC(=O)Nc3cccc4ccccc34)c2O[C@H]1CN(C)S(=O)(=O)c1ccc(F)cc1 returned ROS inducer 110.5*.
O=C(N/N=C/c1c(O)cc(O)cc1O)c1ccccn1 was read as ROS inducer 23.4.
For C[C@@H]1CN([C@@H](C)CO)C(=O)Cc2cc(NC(=O)CCCCCC(=O)Nc3ccccc3N)ccc2O[C@@H]1CN(C)Cc1ccc(-c2ccccc2)cc1 the results were ROS inducer 20.8.
COc1cc(OC)c2c(c1)OC(c1ccccc1)CC2=O (configuration not stated) was read as ROS inducer -8.9.
For C[C@@H]1CN([C@@H](C)CO)C(=O)Cc2cc(NS(C)(=O)=O)ccc2O[C@@H]1CN(C)C(=O)NC1CCCCC1 the results were ROS inducer -3.4.
Screening COc1ccc(CCn2cnc3oc(-c4ccccc4)c(-c4ccccc4)c3c2=N)cc1OC returned ROS inducer 17.6.
C[C@H](CO)N1C[C@H](C)[C@H](CN(C)C(=O)Nc2ccccc2)Oc2ccc(NC(=O)Nc3ccc(F)cc3)cc2C1=O was read as ROS inducer 17.6.
Screening Cc1cccc(-c2nnc(SCC(=O)Nc3cccc(C(F)(F)F)c3)n2-c2ccccc2)c1 returned ROS inducer 2.0.

Of the compounds above, ten have a Cl atom:
Screening NCCOc1ccc(Cl)cc1 returned ROS inducer -12.4.
Screening C[C@H]1CN([C@@H](C)CO)C(=O)Cc2cc(NS(=O)(=O)c3ccc(Cl)cc3)ccc2O[C@H]1CN(C)S(=O)(=O)c1ccc(Cl)cc1 returned ROS inducer 32.3.
Screening C[C@H]1CN([C@@H](C)CO)C(=O)Cc2cc(NS(=O)(=O)c3ccc(Cl)cc3)ccc2O[C@H]1CN(C)Cc1ccc(-c2ccccc2)cc1 returned ROS inducer 3.2.
For CCCCN(C)C(=O)c1ccc(Sc2ccc(Cl)cc2)c(NC(C)=O)c1 the results were ROS inducer -7.9.
For CS(=O)(=O)N(CC(=O)NC1CCCCC1)c1ccc(F)c(Cl)c1 the results were ROS inducer -4.0.
CC(C)(C)C(/C=C/c1ccc(Cl)cc1Cl)n1nnnc1C(C)(C)N1CCOCC1 (configuration not stated) was read as ROS inducer 44.6.
COc1ccc(NC(=O)CSc2ncccc2C(=O)Oc2ccccc2Cl)cc1OC was read as ROS inducer 8.9.
Screening Cc1ccc(Cl)cc1NC(=O)C(C)NS(=O)(=O)c1ccc(Br)cc1 (configuration not stated) returned ROS inducer -9.7.
CNC[C@H]1Oc2ccc(NS(=O)(=O)c3ccc(Cl)cc3)cc2C(=O)N([C@@H](C)CO)C[C@@H]1C was read as ROS inducer 22.0.
`COc1ccc(C(=O)n2nc(-c3ccc(Cl)cc3)nc2NCc2ccco2)cc1` gave ROS inducer 13.9.
